HepG2 viability: kills HepG2 cells in TGF-b inhibitor counter-screen. HepG2 CAGA-GFP viability, ATP luminescence, 18 h. Potency, µM (top dose mostly 46.1 µM), without a hit: top-dose activity change, negative = cytotoxicity, most hits filed as cytotoxic. hit rate 0.76% among 410,000. AID 588856; note: potency is the fitted concentration of half-maximal effect; some results filed as inactive show a strong effect at the top dose
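CellTiter-Glo luminescence gave cytotoxicity after 18 hours at 37 degrees C. The cells were HepG2 CAGA-GFP in 1% FBS DMEM, stimulated with 500 pg/mL TGF-beta after compound addition. %Activity was normalised to no-cell wells (complete cell-killing) and DMSO (no toxicity), and curves were fitted and classified.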
TGFb SMAD3 inh: TGF-b pathway inhibition; hit rate 1.2% among 410,000; Potency, µM (titrated, usually from 46.1 µM), without a hit: at the top dose activity, negative = inhibition, hits mostly inhibitors; HepG2 CAGA-GFP TGF-b/SMAD3 reporter, GFP fluorescence, 18 h; TGF-beta stimulated, 500 pg/mL final; note: potency is the fitted concentration of half-maximal effect; % is set by controls: 0 for no effect and ±100 for the full control effect; nearly all actives have a fitted effect of over 65% in size
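HEPG2 CAGA-GFP cells (1000/well, DMEM with 1% FBS) were pre-incubated 2 h at 37 degrees C, given compound by pin tool, then stimulated with TGF-beta at 500 pg/mL final for 18 h before per-cell GFP fluorescence imaging.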
CCT modulator: changes cytosolic chaperonin activity; hit rate 0.3% among 360,000; purified chaperonin ATPase assay, HTRF ADP detection, 30 min; AID 651819; activity change, % (test concentration not listed), hits read low; in the data active = activity change below about -30%; note: % is set by controls: 0 for no effect and ±100 for the full control effect
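ATPase activity: ADP formed was measured by HTRF Transcreener (665/615 nm ratio) after 30 min at 37 deg C with 10 uM ATP. Compounds screened at one 76 uM concentration against 40 or 20 nM TRiC in Tris pH 7.4/KCl/MgCl2/DTT buffer.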
Nrf2 ARE act: activates Nrf2 signaling; AREc32 ARE-luciferase reporter (MCF7-derived line), luminescence, 24 h; Potency, µM (top dose mostly 46.1 µM), inactives show top-dose activation, hits mostly activators; hit rate 0.31% among 410,000; note: potency is the fitted concentration of half-maximal effect; % of control where 0% means no effect; nearly all actives have a fitted effect of over 65% in size
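Nrf2 activation is followed as ARE-luciferase induction in the AREc32 line after one day of compound treatment; luminescence is read with Steady-Glo.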
MmCpn inh: blocks the Methanococcus maripaludis chaperonin Mm-Cpn | purified Mm-Cpn ATPase, ADP Transcreener TR-FRET | Potency, µM (highest dose often 76.9 µM), for inactives: at the top dose activity, negative = inhibition, actives largely listed as inhibitors | hit rate 0.031% among 330,000; note: potency is the fitted concentration of half-maximal effect; % is set by controls: 0 for no effect and ±100 for the full control effect; nearly all actives have a fitted effect of over 80% in size
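Inhibition of chaperonin ATP hydrolysis is measured as reduced ADP production, detected by competitive TR-FRET in which signal falls with ADP. Final enzyme 25 nM and ATP 10 uM, reacted 30 min at 37°C.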
ATXN viability: reduces viability in counter-screen for ATXN expression inhibitors; S2 cells (HEK-293 line with an ATXN2-luciferase reporter) viability, CellTiter-Fluor protease fluorescence, 24 h; Potency, µM (top dose mostly 56.7 µM), usual class: cytotoxic; hit rate 0.49% among 400,000; AID 651635; note: potency is the fitted concentration of half-maximal effect; nearly all actives have a fitted effect of over 40% in size
A549 viability: A549 cytotoxicity, counter-screen for Nrf2 inhibitors. A549 ARE-Fluc cells, CellTiter-Fluor viability, 18-24 h. Potency, µM (doses to about 46 µM), inactives show top-dose activity change, negative = cytotoxicity, usual class: inhibitors. hit rate 0.16% among 390,000; note: potency is the fitted concentration of half-maximal effect; % is set by controls: 0 for no effect and ±100 for the full control effect
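A549 ARE-Fluc cells in 5% FBS OPTI-MEM, 5000 cells/well, rested 2 h then exposed to compounds in concentration-response for 18-24 h at 37 °C. Viability by CellTiter-Fluor fluorescence (Ex 405/Em 525) after 30 min; luciferase luminescence (BugLite, 15 min, RT) read afterwards.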
pAkt inh: Akt phosphorylation inhibition. Neuro2A IGF-stimulated pAkt S473 HTRF, 20 min; active compounds read low. activity change, % for hits at 50 µM. hit rate 0.32% among 360,000. AID 651550; in the data active = activity change below about -80%; inconclusive = mostly about -51% to -80%; note: % is set by controls: 0 for no effect and ±100 for the full control effect
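Single-point screen (50 µM final compound) in Neuro2A cells stimulated 20 min with 6 nM IGF at 37 deg C. After lysis, Ser473-phosphorylated Akt read by HTRF (ex 330 nm, em 615/665 nm) as the 665/615 ratio.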
Nrf2 block: blocks Nrf2 signaling. A549 ARE-Fluc reporter, luciferase luminescence, 18-24 h. Potency, µM (highest dose often 46 µM), inactives show at the highest dose activity change, negative = inhibition, actives largely listed as inhibitors. hit rate 2.1% among 360,000. AID 504444; note: potency is the fitted concentration of half-maximal effect; % is set by controls: 0 for no effect and ±100 for the full control effect; nearly all actives have a fitted effect of over 60% in size
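Cells were seeded and rested 2 h, then exposed to compounds for 18-24 h. CellTiter-Fluor was read first as a viability measure. BugLite was added 15 min before the final luminescent read of ARE-luciferase activity in A549 cells.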
* hit, by the source's call; i = inactive; ? = inconclusive; . = not tested or not shown; [ ] = dose if it differs, or a comment. Unless noted, calls come from the whole dose curve; as a rule, active = well fitted curve in the direction sought with a large enough effect; inconclusive = small, poorly fitted or top-dose-only effect, or another doubt; inactive = no such curve, though single readings can be large; an effect the other way counts as inactive or inconclusive.

SMILES	HepG2 viability	TGFb SMAD3 inh	CCT modulator	Nrf2 ARE act	MmCpn inh	ATXN viability	A549 viability	pAkt inh	Nrf2 block
CCOC(=O)c1c(NC(=O)c2ccc(C)cc2)sc2c1CC(C)(C)OC2	2%	?	1.5	-0.4%	-22%	i	18%	i	.
CCOC(=O)C1(CCOC)CCN(Cc2cnc(-c3cccc(C)c3)nc2)CC1	-30%	-2%	-0.3	2.9%	0%	i	-4%	i	-8%
CCN(CC)C(=O)N1CCN(S(=O)(=O)c2ccc(C)c(C)c2)CC1	1%	-6%	-0.3	-0.6%	1%	i	9%	i	.
C=CCN(CC=C)C(=S)NC(=O)Cc1cccc2ccccc12	-8%	0%	-0.4	1.6%	0%	?	4%	i	-21%
CC(=O)c1c(C)[nH]c(C(=O)N2CCN(C(=O)c3ccco3)CC2)c1C	-11%	-8%	-1.7	1.5%	0%	i	-1%	i	-32%
COc1ccc(/C=N/NC(=O)c2nn(-c3ccc(Cl)cc3)c(=O)c3c(N)scc23)cc1	9%	-6%	-1.2	-0.8%	-3%	?	1%	i	23%
COc1ccc(NC(=O)c2ccc(Cl)c(S(=O)(=O)NCC3CCCO3)c2)c(OC)c1 (centres undefined)	-53%	-18%	0.6	-0.8%	1%	i	-22%	i	?
CC(=O)C1C(c2ccccc2)c2c(noc2C)CC1(C)O (centres undefined)	3%	6%	1.6	0.3%	4%	i	7%	i	9%
c1ccc2c3c(c(CN4CCCCC4)cc2c1)COC3	4%	15%	0.0	5.9%	-3%	i	-3%	i	1%
CC1CC/C(=N/Nc2ccccc2)C(=O)N1 (centres undefined)	-3%	1%	0.2	0.3%	-2%	i	0%	i	7%
CCOC(=O)C1(Cc2cccc(OC)c2)CCCN(S(=O)(=O)c2cccnc2)C1 (centres undefined)	-5%	-10%	-1.2	-0.5%	0%	i	9%	i	8%
Cc1noc(C)c1COc1cccc(C(=O)OCC(=O)NCCN2C(=O)CSC2=O)c1	14%	1%	-0.2	0.3%	0%	i	0%	i	1%
C[C@@H]1CCCCO[C@@H](CN(C)C(=O)c2ccncc2)[C@@H](C)CN([C@H](C)CO)C(=O)c2cc(N(C)C)ccc2O1	-4%	19%	-2.2	-0.5%	.	i	.	i	.
CC(C)C[C@H](NC(=O)c1nc[nH]c1C(=O)NCc1ccc(CNC(=O)OC(C)(C)C)cc1)C(=O)OCc1ccccc1	-3%	7%	-1.0	0.7%	1%	?	-6%	i	1%
Cc1ccc2c(c1)N(CC(=O)NCCc1ccccc1)C(=O)c1cccnc1O2	-9%	1%	-0.5	-0.4%	0%	i	0%	i	1%
COc1cc(/C=C(\C#N)C(=O)c2c[nH]c3ccccc23)cc(OC)c1O	-2%	32%[activator]	0.1	5.1%	1%	i	4%	i	13%
O=C(CC1N=C2c3ccccc3N=C(SCc3ccccc3F)N2C1=O)NCCc1ccccc1 (centres undefined)	-4%	?	.	11%	.	?	-1%	.	.
COc1ccc(CCNC(=O)COC(=O)c2sc(C)nc2C)cc1	0%	1%	-4.1	-0.1%	-3%	i	-3%	i	7%
CC(=O)c1ccc(OCC(O)CN2C(C)CCCC2C)cc1 (centres undefined)	3%	?	-0.2	-0.2%	0%	i	-4%	i	-7%
COc1ccc(C(=O)NC(C)Cc2c[nH]c3ccccc23)cc1 (centres undefined)	3%	-6%	-1.3	3.6%	.	i	.	i	.
O=C(c1ccccc1S(=O)(=O)NCc1ccccc1)N1CCCC1	5%	-3%	0.7	-0.9%	2%	i	-1%	i	10%
CCNc1oc(-c2ccc(COc3ccc(Cl)cc3)o2)nc1C#N	-32%	-9%	.	-0.1%	.	i	-10%	.	?
COC(=O)c1c(NC(=O)c2ccc(S(=O)(=O)N3CCC(C)CC3)cc2)sc2c1CCN(C)C2	-47%	46%[activator]	.	26%	.	.	-5%	.	.
COc1cccc(NC(=O)Nc2nnc([C@@H]3C[C@H](O)[C@@H](CO)O3)s2)c1	-1%	-10%	0.3	0.3%	.	i	.	i	.
CCOCCCN(C)C1CCN(C(=O)c2oc3ccccc3c2NC(=O)COc2cccc(C)c2)CC1	-25%	0%	0.7	-0.1%	-2%	i	0%	i	9%

Two entries from above, with values under each structure:
Values run as follows: HepG2 viability	TGFb SMAD3 inh	CCT modulator	Nrf2 ARE act	MmCpn inh	ATXN viability	A549 viability	pAkt inh	Nrf2 block
CC1CC/C(=N/Nc2ccccc2)C(=O)N1 (centres undefined)
  -3%	1%	0.2	0.3%	-2%	i	0%	i	7%
CC(=O)C1C(c2ccccc2)c2c(noc2C)CC1(C)O (centres undefined)
  3%	6%	1.6	0.3%	4%	i	7%	i	9%

Remaining list, next part.
SMILES	HepG2 viability	TGFb SMAD3 inh	CCT modulator	Nrf2 ARE act	MmCpn inh	ATXN viability	A549 viability	pAkt inh	Nrf2 block
Cc1c(C(=O)N2CCc3ccccc3C2)oc2ccc(S(=O)(=O)N3CC(C)CC(C)C3)cc12 (centres undefined)	-10%	?	-0.8	0.2%	0%	i	0%	i	?
Cc1c(C(=O)N2CCN(c3ccc([N+](=O)[O-])cc3)CC2)oc2ccccc12	-3%	-27%	0.0	-0.2%	-4%	i	-16%	i	?
O=C(CCCCl)NC(=S)Nc1ccc(N2CCOCC2)cc1	-39%	5%	-0.1	0.4%	1%	?	-15%	i	?
O=C(NCCO)c1cc([N+](=O)[O-])cc2c1C=Cc1ccccc1O2	-8%	-2%	-0.2	-0.7%	-9%	i	-8%	i	-22%
COCC(=O)Nc1ccc([N+](=O)[O-])cc1OC	-3%	10%	-3.5	-1.1%	-2%	i	-1%	i	8%
COc1ccc(S(=O)(=O)Nc2cccc(-c3ccc(N4CCCCCC4)nn3)c2)cc1F	-22%	-26%	.	7.0%	.	?	-15%	.	.
O=C(NCc1ccco1)c1ccc(Cn2c(SCc3ccccc3)nc3cccnc32)cc1	-32%	-43%	.	5.3%	.	?	-17%	.	?
CCCCn1c(=S)[nH]c2ccccc2c1=O	-13%	3%	0.2	0.1%	-2%	i	-4%	i	-18%
CCS(=O)(=O)c1ccc2c(c1)N(S(=O)(=O)c1ccc(C)cc1)CC(C(=O)O)O2 (centres undefined)	-1%	?	-7.2	-0.7%	-5%	i	-2%	i	0%
CCCCNc1ccc2c(c1)C1CC2CCN1C(=O)OCc1ccccc1 (centres undefined)	-23%	?	-0.5	12%	.	i	23%	i	?
CCc1ccc(NC(=O)CSC2=Nc3ccccc3C3=NC(CCC(=O)NCc4cccs4)C(=O)N23)cc1 (centres undefined)	-20%	9%	.	3.3%	.	.	-8%	.	.
C=CCNC(=O)c1c(CSc2ccc(F)cc2)noc1C(=O)NCCC	1%	7%	-3.3	-0.7%	0%	i	3%	i	-10%
COc1ccc2c(CC(=O)N3CCc4ccccc43)coc2c1	-1%	11%	-2.3	5.7%	-6%	i	15%	i	.
CC(=O)c1c(C)[nH]c(C(=O)OCC(=O)N2CCN(c3ccccc3)CC2)c1C	17%	16%	0.7	0.1%	.	?	.	i	.
O=C(CN1C(=O)C(=O)N(Cc2ccccc2)C1=O)Nc1ccc(F)c(Cl)c1	0%	-3%	-0.3	-0.2%	-1%	i	-3%	i	9%
CCOC(=O)C1CN(S(=O)(=O)c2ccc(OC)cc2)c2cc(CC(=O)OC)ccc2O1 (centres undefined)	-7%	-27%	-2.3	0.0%	0%	i	-10%	i	-6%
Cc1ccc(N2CCN(C(=O)NCc3noc4ccccc34)CC2C)cc1 (centres undefined)	-21%	?	.	8.2%	.	i	8%	.	9%
COc1cccc(C(=O)NCc2n[nH]c(=S)n2-c2cccc(C)c2)c1	-21%	-5%	-5.2	0.3%	-2%	i	1%	i	-4%
Cc1[nH]c(C)c(S(=O)(=O)N2CCc3ccccc32)c1C(=O)N1CCCCC1	-2%	-2%	0.2	-0.5%	0%	i	2%	i	5%
CCN(CC(=O)Nc1ccc(NC(C)=O)cc1)CC(=O)Nc1ccc(F)c(Cl)c1	-5%	6%	0.0	-0.2%	2%	i	1%	i	17%
S=C(Nc1ccc(Cl)cc1)c1nc2ccccc2[nH]1	-49%	?	0.2	6.7%[9.22 µM]	2%	?	-5%	i	-24%
O=C1CC(c2ccc(Cl)cc2)n2nc(N3C(=O)c4ccccc4C3=O)nc2N1 (centres undefined)	6%	-28%	2.7	-1.2%	2%	i	-7%	.	?
O=C(NCc1ccccc1)/C(=C/c1ccco1)NC(=O)c1ccco1	-17%	-13%	-4.1	-0.8%	3%	i	5%	i	-1%
COC(=O)[C@]1(C)N[C@H](c2ccc(-c3ccc(OC)cc3)cc2)[C@@H]2C(=O)N(C)C(=O)[C@@H]21	17%	-8%	-3.4	-0.6%	0%	i	1%	i	-12%
O=C(c1cc(Br)c[nH]1)N1CCCCC1	-2%	9%	-4.7	-0.7%	1%	i	-1%	i	4%
Carrying on:
SMILES	HepG2 viability	TGFb SMAD3 inh	CCT modulator	Nrf2 ARE act	MmCpn inh	ATXN viability	A549 viability	pAkt inh	Nrf2 block
Cc1c(F)cccc1NC(=O)CCC(=O)O	-9%	25%	0.5	-0.5%	-1%	i	-6%	i	-20%
Cc1ccccc1-c1cc(-c2ccccc2O)n[nH]1	-64%	-16%	1.2	12%	0%	i	1%	i	?
Cc1sc(NC(=O)C2CSC3(C)CCC(=O)N23)nc1-c1ccccc1 (centres undefined)	-2%	0%	1.1	7.1%	1%	i	-8%	i	-11%
CCc1ccc(-n2c(N3CCN(c4cccc(C)c4C)CC3)nc3ccccc3c2=O)cc1	0%	2%	.	-0.3%	.	.	15%	.	-1%
O=C(NC12CC3CC(CC(C3)C1)C2)c1ccco1	2%	3%	-1.3	?	0%	i	-4%	i	10%
Cc1cc(C)n(CC(=O)NNC(=O)COc2ccc(Cl)cc2Cl)n1	-14%	-12%	0.6	-0.3%	1%	i	-1%	i	1%
CC(C)(C)C(=O)Nc1nnc(SCC(=O)NC2CCCCC2)s1	-15%	10%	-2.0	2.5%	-1%	i	-4%	i	-5%

High-throughput results deposited in PubChem by National Center for Advancing Translational Sciences (NCATS).
